FN deposit inh = fibronectin deposition inhibition | 0.086% of 350,000 active | AH1F fibroblasts, Alexa488-fibronectin deposition fluorescence, overnight | AID 743247 | inhibition, % at 12.6 µM;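 active = mean inhibition across replicates of 30% or more, regardless of how many single replicates reach that level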;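 also: positive control wells lacked labelled fibronectin entirely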
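Material – AH1F fibroblast monolayer, labelled fibronectin deposition · Reagent – labelled fibronectin 24 nM · Timing – 1 h adhesion, overnight exposure · Measured by – fluorescence at 485 nm excitation, 525 nm emission · Read-out – inhibition of fibronectin deposition signal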
PGC1a acetyl inh = PGC1a acetylation modulation, inhibitor mode; U2OS PGC1a acetylation, AlphaScreen anti-acetyl-lysine; with virally co-expressed GCN5 acetyltransferase; inhibition, % at 15.6 µM; 0.17% of 350,000 active;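 active = every replicate shows inhibition of at least 40%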;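 also: 0% = neutral control wells and 100% = positive control wells; some results beyond the cut were filed as inactive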
PglD DTNB = PglD (C. jejuni) enzyme inhibition; purified PglD enzyme, DTNB colorimetric CoA detection; inhibition, % at 12.5 µM; 0.098% of 360,000 active; in the data active = inhibition above about 16%, passing the limit was not always enough; also: strong numbers were not always called active
S100A4 inh HTS = blocks human S100A4 binding to myosin IIA peptide | 0.14% of 360,000 active | S100A4/TAMRA-MyoIIA peptide fluorescence polarization | P26447 | inhibition, % at 10.7 µM;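 active = mean inhibition of at least 70% across replicates, with every replicate also reaching that level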
Target sequence (P26447 whole entry, looked up): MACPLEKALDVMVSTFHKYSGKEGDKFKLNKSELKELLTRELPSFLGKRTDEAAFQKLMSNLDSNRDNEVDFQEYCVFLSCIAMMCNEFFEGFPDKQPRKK
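Assay system: human S100A4 monomer with TAMRA-labelled myosin IIA peptide / Buffer or medium: Calcium-containing HEPES buffer, pH 7.2 / Reagent: TAMRA-labelled myosin IIA heavy-chain peptide probe, 5 nM / Compound: one dose per compound / Timing: polarization read 5 min after assay mix addition, stable 5–60 min / Benchmarks: neutral control DMSO, positive control TFP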
LGR2 antag = blocks bursicon-induced cAMP signaling via Drosophila LGR2 | HEK293 LGR2, CRE-luciferase, bursicon-stimulated, 4 h | inhibition, % at 9.99 µM | 0.35% of 380,000 active | AID 720647;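 active = drop in luminescence signal, shown as inhibition above about 50% in the replicate tests, limit read from the data, passing the limit was not always enough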;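 also: agonist challenge used bursicon conditioned medium at about half maximal strength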
ERAP1 HTS inh = ERAP1 (human) enzyme inhibition. AID 652197. 0.15% of 340,000 active. Q9NZ08. inhibition, % at 10.7 µM. recombinant ERAP1, Leu-AMC fluorescence, 60 min;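 active = mean replicate inhibition of at least 30%, or all replicates individually reaching that 30% level; inactive = mean below 30% and not every replicate reaching it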;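 also: 0% = neutral control wells and 100% = L-leucinethiol positive control wells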
Target sequence (Q9NZ08 whole entry, looked up): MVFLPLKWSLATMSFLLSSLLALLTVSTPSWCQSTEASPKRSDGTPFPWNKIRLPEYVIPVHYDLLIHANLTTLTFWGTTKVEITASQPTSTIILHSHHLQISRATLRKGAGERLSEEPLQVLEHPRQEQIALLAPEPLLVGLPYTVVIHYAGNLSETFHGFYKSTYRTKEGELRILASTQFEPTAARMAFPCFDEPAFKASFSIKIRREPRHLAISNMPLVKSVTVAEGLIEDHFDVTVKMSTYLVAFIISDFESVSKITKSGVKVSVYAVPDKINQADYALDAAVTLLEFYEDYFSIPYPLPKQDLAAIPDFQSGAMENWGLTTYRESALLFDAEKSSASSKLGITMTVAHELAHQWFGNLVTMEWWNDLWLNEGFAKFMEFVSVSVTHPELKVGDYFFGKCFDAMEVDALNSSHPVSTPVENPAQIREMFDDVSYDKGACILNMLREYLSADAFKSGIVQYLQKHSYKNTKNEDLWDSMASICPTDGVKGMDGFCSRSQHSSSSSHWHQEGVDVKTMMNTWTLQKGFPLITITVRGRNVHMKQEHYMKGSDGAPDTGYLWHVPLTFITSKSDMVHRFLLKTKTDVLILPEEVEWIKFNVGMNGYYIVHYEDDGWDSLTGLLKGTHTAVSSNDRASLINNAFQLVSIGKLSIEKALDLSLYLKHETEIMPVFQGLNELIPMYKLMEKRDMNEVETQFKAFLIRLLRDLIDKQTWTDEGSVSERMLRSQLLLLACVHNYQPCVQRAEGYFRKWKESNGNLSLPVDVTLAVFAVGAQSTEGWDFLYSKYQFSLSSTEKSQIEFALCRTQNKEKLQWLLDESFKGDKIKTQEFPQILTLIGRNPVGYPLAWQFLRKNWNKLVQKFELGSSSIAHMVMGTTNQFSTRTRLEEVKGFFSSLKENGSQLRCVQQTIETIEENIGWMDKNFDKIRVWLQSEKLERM
PAX8 inh HTS = PAX8 transcriptional activity inhibition; inhibition, % at 12.6 µM; RMG-I TPO-luciferase reporter, SteadyGlo, 24 h; 1.2% of 360,000 active; AID 652154;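 active = mean replicate inhibition at least 60% with every replicate also reaching 60%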;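 also: luciferase light reporting Pax8 driven TPO promoter activity; plate controls were median of neutral control wells for no effect and mitoxantrone controls for full effect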
EWS-Fli inh = inhibitors of EWS/Fli oncoprotein transcriptional activity; A673 NR0B1-luciferase reporter, viability-normalised; inhibition, % at 12.6 µM; 0.67% of 350,000 active;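 active = mean inhibition of at least 50% after viability correction, with every replicate also passing that limit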;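 also: firefly luciferase signal divided by Alamar Blue viability fluorescence both relative to DMSO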
Numbers without * were called inactive; / = not tested or not shown.

SMILES	FN deposit inh	PGC1a acetyl inh	PglD DTNB	S100A4 inh HTS	LGR2 antag	ERAP1 HTS inh	PAX8 inh HTS	EWS-Fli inh
CCCC#Cc1ccc2c(c1)O[C@@H](CN(C)C(=O)NC(C)C)[C@H](C)CN([C@H](C)CO)S2(=O)=O	0	/	0	-10	-2	-1	/	8
COc1ccc(S(=O)(=O)Nc2ccc3c(c2)C(=O)N([C@@H](C)CO)C[C@@H](C)[C@H](CN(C)Cc2ccncc2)OCCCC[C@H](C)O3)cc1	/	0	5	-12	-6	-2	-1	-7
CCOc1ccc(Nc2nnc(SCc3nc4ccccc4c(=O)[nH]3)s2)cc1	3	5	/	6	-51	2	9	4
COCCn1c(C)cc(C(=O)COC(=O)c2cncc(Br)c2)c1C	21	15	9	17	6	11	-146	-12
C[C@H]1CN([C@@H](C)CO)S(=O)(=O)c2ccc(/C=C/c3ccccc3)cc2O[C@@H]1CN(C)C(=O)Nc1ccc(F)cc1	-7	2	2	-1	15	2	/	20
CN1C(=O)c2cc(NC(=O)C3CCOCC3)ccc2OC[C@H]2O[C@@H](CC(=O)NCC3CC3)CC[C@@H]21	1	8	2	8	0	-3	-13	-5
O=C(Nc1nncs1)c1ccc2c(c1)OCO2	1	/	-3	-3	22	2	-68	-46
Cn1c(=O)[nH]c(=O)c2c1ncn2CCN1CCOCC1	-2	-4	5	2	/	/	/	/
O=C(O)/C(=C\c1ccc(Br)cc1)c1ccc(S(=O)(=O)N2CCCCC2)s1	12	/	/	-1	/	-2	2	27
CCCc1nnc(-c2cc(OC)c(OC)c(OC)c2)o1	3	/	/	5	2	-1	-2	-4
Cc1ccc(S(=O)(=O)NCC(=O)NCC(=O)OC(C(=O)NC(N)=O)C(C)C)cc1C (centres undefined)	0	-2	1	-12	-4	/	-11	-2
O=C1CC(N2CCN(c3ccc(Cl)cc3)CC2)C(=O)N1c1ccccc1 (centres undefined)	0	8	-1	4	5	4	27	-6
COCCNc1nc(NCc2cc(-c3ccc(OC)cc3)no2)c2sccc2n1	12	/	-1	14	18	5	30	35
Cc1ccccc1S(=O)(=O)NC(=O)C1(C)CCN1C(=O)CCc1cccs1 (centres undefined)	1	6	3	-13	5	4	-13	-5
CCOC(=O)c1c(-c2ccccc2)nnn1-c1nc(OCC)nc(N2CCCCC2)n1	4	-24	-5	/	/	/	28	/
Cc1ccc(S(=O)(=O)N2CCOCC2)cc1NC(=O)COc1ccc(C(=O)c2ccccc2)cc1	-3	-9	-6	1	10	0	19	6
O=C(Nc1cccc(S(=O)(=O)NC2=NCCCCC2)c1)c1cc(-c2ccncc2)nc2ccccc12	/	/	/	-2	6	0	16	10
NC(=O)c1nsc(C(=O)N(c2cccc(F)c2)C(C(=O)NCC2CCCO2)c2cccs2)c1N (centres undefined)	9	-8	/	1	6	-5	17	13
CSc1nc2c(c(=O)[nH]c(=O)n2C)n1CCCc1ccccc1	4	/	-1	-1	-10	2	2	7
C[C@@H]1CN([C@H](C)CO)C(=O)c2cc(NC(=O)Nc3ccccc3)ccc2O[C@H]1CN(C)S(=O)(=O)c1cccs1	/	7	0	2	-10	-3	-8	-13
CC(C)(C)CC(C)(C)c1ccc(OCC(=O)N/N=C/c2ccc(S(=O)(=O)O)o2)cc1	1	-23	0	-6	3	/	6	2
C[C@@H]1CN([C@H](C)CO)C(=O)c2cccc(NC(=O)Nc3ccccc3)c2O[C@H]1CN(C)C(=O)NC1CCCCC1	/	3	0	1	-1	1	3	1
C[C@@H]1CN([C@@H](C)CO)C(=O)c2cc(NC(=O)c3ccccc3)ccc2O[C@@H](C)CCCCO[C@@H]1CN(C)S(=O)(=O)c1cccs1	/	-5	6	/	24	/	-12	2
CN1CCN(C(=S)c2ccc(OCC(=O)Nc3cccc(C(F)(F)F)c3)cc2)CC1	/	/	2	-2	31	4	/	/
COc1ccc(OC)c(-c2cc(C(=O)O)c3cc4ccccc4cc3n2)c1	/	7	3	-1	-5	3	24	-6
O=C(N/N=C/c1cccc(Br)c1)c1ccc(Br)cc1	-6	-12	/	2	-1	0	-26	-14
COc1ccc(S(=O)(=O)Nc2ccc3c(c2)C(=O)N([C@@H](C)CO)C[C@@H](C)[C@@H](CN(C)S(C)(=O)=O)O3)cc1	/	-5	2	12	-8	-1	/	4
CN1CCN(C(=O)C[C@@H]2CC[C@H]3[C@@H](COC[C@H](O)CN3CC3CCOCC3)O2)CC1	-3	3	0	/	-7	/	-4	8
O=C(NCCN1CCOCC1)c1cccnc1SCc1ccccc1Cl	6	6	-1	22	-2	-2	7	0
CCc1nc2ccc(C(=O)N(C)Cc3ccco3)cn2c1N(C)CCCc1ccccc1	15	-5	1	8	-3	-3	23	-5
CC(C)NC(=O)Nc1ccc2c(c1)C(=O)N([C@H](C)CO)C[C@@H](C)[C@H](CN(C)Cc1ccc(C(F)(F)F)cc1)OCCCC[C@H](C)O2	1	3	4	8	18	2	43	10
O=C(CN(C(=O)CCC(=O)Nc1nccs1)c1ccc(F)c(Cl)c1)NCC1CCCO1 (centres undefined)	3	5	-2	-8	6	-1	-4	-1
COc1ccc(N2C(=O)CC(N(CCc3ccc(OC)c(OC)c3)C(=S)Nc3ccccc3)C2=O)cc1 (centres undefined)	2	-15	/	-5	7	4	17	-7
O=C(CNS(=O)(=O)c1ccc2ccccc2c1)NCCc1ccccn1	-9	2	2	-3	-1	-2	-1	6
CCOC(=O)N1CCN(C(=O)CS(=O)(=O)c2cn(Cc3ccccc3Cl)c3ccccc23)CC1	-8	12	3	-4	0	0	12	-1
Cc1ccc2nc(Cl)c(/C=N/NC(=O)[C@H]3C[C@@H]3c3ccccc3)cc2c1	2	/	/	6	-21	-2	-3	6
C[C@@H](C(=O)OCC(=O)Nc1cc(S(=O)(=O)N2CCOCC2)ccc1Cl)N1C(=O)C2CCCCC2C1=O (some centres undefined)	6	/	2	/	16	/	-5	14
CCOC(=O)Cc1csc(NC(=O)COc2cc(C)cc(C)c2)n1	-5	-5	/	-2	1	2	11	9
Cc1ccc(C2Nc3ccccc3-c3nc4ccccc4n32)o1 (centres undefined)	/	-3	-3	3	-13	3	/	/
Cc1ccc(CNC(=O)CN2C(=O)CSc3ccc(S(=O)(=O)N4CCCCC4)cc32)cc1	4	2	-1	2	-11	2	12	/
O=C(Nc1cc(F)ccc1F)N[C@H]1CC[C@H](CCn2cc(C3CC3)nn2)O[C@H]1CO	-8	6	-5	7	12	0	1	4
CCOc1ccccc1Oc1nc(-c2ccccc2O)nc2ccccc12	-4	-10	-5	-1	0	2	0	-7
CCOC(=O)C1=C(C)N(C[C@@H]2CC[C@@H](Cc3ccc(-c4ccccc4)cc3)O2)C(=O)NC1c1ccc(C(F)(F)F)cc1 (some centres undefined)	/	/	4	-2	14	1	-9	-21
CCCCCCCCC(=O)N1CCN(c2cc3c(cc2F)c(=O)c(C(=O)O)cn3CC)CC1	-1	-8	-6	-3	-8	0	-17	24
Cc1nnc(NC(=O)CCC(=O)N2CCC(C)CC2)s1	/	-8	-3	13	-1	-3	/	-3
C[C@H]1CCCCO[C@H](CN(C)C(=O)NC2CCCCC2)[C@@H](C)CN([C@@H](C)CO)C(=O)c2cc(NS(=O)(=O)c3cn(C)cn3)ccc2O1	/	/	2	24	-6	5	-1	0
COc1ccccc1CNC(=O)C[C@@H]1C=C[C@@H](NC(=O)CC2CC2)[C@@H](CO)O1	2	4	2	-11	-18	-2	-24	3
C[C@H]1CN([C@@H](C)CO)C(=O)Cc2cc(NC(=O)CCN3CCOCC3)ccc2O[C@H]1CN(C)S(=O)(=O)c1ccc(Cl)cc1	/	2	4	7	-6	2	/	-8
COc1ccccc1N1CCN(C2CCCN(C(=O)CCN3CCCCO3)C2)CC1 (centres undefined)	8	2	0	3	4	2	-4	-4
Cc1ccc2oc(C(=O)N3CCN(CC(=O)NC(C)C)CC3)c(C)c2c1	-3	20	7	-1	10	-1	18	-2
CCOC(=O)Cc1cc(-c2ccc(F)cc2)nc2ccc3ccccc3c12	-7	1	3	/	-19	/	11	/
CSc1ccccc1NC(=O)c1ccc(N2CC3CC(C2)c2cccc(=O)n2C3)c(NC(=O)c2cccnc2)c1 (centres undefined)	9	0	-4	1	-7	4	13	7
CCN1CCCC1CNC(=O)CS(=O)(=O)Cc1nc(-c2ccccc2C)oc1C (centres undefined)	4	4	-2	-3	11	7	4	14
Cc1ccc(N=Cc2c(C)[nH]n(-c3nc4ccccc4[nH]3)c2=O)cc1	-8	13	-3	-5	/	0	28	-6
CC(=O)c1ccc(-c2ccc(C(=O)N3CCN(c4ccc(F)cc4)CC3)o2)cc1	-11	-13	5	1	2	-1	-31	-17
COc1ccccc1OCC(=O)NNC(=O)Nc1ccccc1	4	7	/	-16	-4	/	16	-6
Cc1cn([C@H]2C[C@H](O)[C@@H](CNC(=O)[C@H](N)Cc3cccnc3)O2)c(=O)[nH]c1=O	-11	2	3	3	13	-1	-1	-1
CCC(=O)Nc1ccc2c(c1)C(=O)N(C)[C@@H]1CC[C@@H](CC(=O)NCCOC)O[C@@H]1CO2	-4	1	-2	9	1	0	-7	-2
C[C@@H]1CCCCO[C@H](CN(C)Cc2ccc(C(F)(F)F)cc2)[C@H](C)CN([C@@H](C)CO)C(=O)c2cc(NS(=O)(=O)c3ccccc3)ccc2O1	-8	21	-2	3	27	4	39	6
CCOC(=O)c1c(S(=O)(=O)NCc2cccs2)c(C)n(C)c1C	8	-19	-5	3	9	-4	-6	-13

Later entries.
SMILES	FN deposit inh	PGC1a acetyl inh	PglD DTNB	S100A4 inh HTS	LGR2 antag	ERAP1 HTS inh	PAX8 inh HTS	EWS-Fli inh
C[C@H](CO)N1C[C@H](C)[C@@H](CN(C)Cc2ccc(Oc3ccccc3)cc2)Oc2ccc(NS(=O)(=O)c3ccc(F)cc3)cc2CC1=O	/	-13	3	12	-10	-2	79*	13
COc1ccc(S(=O)(=O)N(C)C[C@H]2Oc3ccc(NC(=O)Nc4cccc5ccccc45)cc3C(=O)N([C@@H](C)CO)C[C@H]2C)cc1	6	-2	/	/	-2	/	/	5
CCOc1cccc(-c2cc(N3CCN(CCO)CC3)n3nccc3n2)c1	-3	-6	0	11	-3	2	27	-6
COc1ccc(OC)c(NC(=O)CC(NC(C)=O)c2ccccc2)c1 (centres undefined)	2	-13	0	-2	-18	3	1	-1
CC(C)c1ccc(NC(=O)Cn2c(=O)oc3cccnc32)cc1	-5	/	/	0	/	4	-8	0
CCCNC(=O)C[C@@H]1CC[C@@H]2[C@H](COC[C@@H](O)CN2Cc2ccccc2F)O1	4	11	-2	7	3	-2	-20	0
CCN(CC)C(=O)c1[nH]cnc1C(=O)NCCCCCNC(=O)OC(C)(C)C	1	/	-5	-2	-6	5	-4	-8
